NPY-Y1 antag: antagonists of human neuropeptide Y receptor Y1 | inhibition, % at 3.6 µM | 1% of 200,000 active | HEK293-CNG Y1 cells, membrane potential fluorescence; NPY at EC95, then isoproterenol | AID 1040 | P25929;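 active means inhibition above the campaign mean inhibition of all tested compounds plus 3 SD, cut at about 20% in these data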;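 further: 0% = DMSO wells given NPY plus isoproterenol and 100% = isoproterenol alone without NPY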
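System: HEK293 cells with Y1 receptor plus CNG channel / Probe or stimulus: NPY 25 nM then isoproterenol 1 µM plus Ro 20-1724 25 µM / Compound: one concentration, 3.6 µM, in 0.4% DMSO / Schedule: compound incubation 1 h at room temperature, readout 45 min post-stimulation / Measured by: membrane potential fluorescence / Read-out: % inhibition of NPY effect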
NPY-Y1 PAM-ag: human NPY-Y1 potentiation or agonism, primary screen; P25929; NPY-Y1 expressing cells, potentiator/agonist activation; activation, % at 3.6 µM; 0.37% of 220,000 active; in the data active means activation above about 33%, passing the limit was not always enough;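 further: cells stimulated with NPY at EC10 then isoproterenol at EC100; 0% = low agonist plus stimulus and 100% = saturating agonist plus stimulus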
S1P4 antag: human S1P4 receptor antagonism | O95977 | AID 1510 | S1P4-expressing cells, antagonist mode, reporter read-out | 0.26% of 220,000 active | inhibition, % at 4.98 µM; in the data active means inhibition above about 29%;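 further: 0% = wells stimulated with agonist and 100% = vehicle wells without agonist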
PGE2 EP2 inh: blocks the human prostaglandin E2 receptor EP2; P43116; C6 glioma cells expressing human EP2, cAMP TR-FRET; cells stimulated with saturating PGE2; inhibition, % at 25 µM; 0.52% of 260,000 active; AID 1422;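 active means percent inhibition above 40 after rounding to a whole number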;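 further: rat C6 glioma host cells with rolipram phosphodiesterase inhibitor present; the protocol text gives 20 µM as final concentration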
p97 ATPase inh: inhibitors of human p97 ATPase | recombinant p97 ATPase, Kinase-Glo ATP luminescence, 3 h | inhibition, % at 8 µM | 0.42% of 220,000 active; in the data active means inhibition above about 15%;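 further: 0% = DMSO vehicle and 100% = wells lacking enzyme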
Target sequence (P55072 whole entry, looked up): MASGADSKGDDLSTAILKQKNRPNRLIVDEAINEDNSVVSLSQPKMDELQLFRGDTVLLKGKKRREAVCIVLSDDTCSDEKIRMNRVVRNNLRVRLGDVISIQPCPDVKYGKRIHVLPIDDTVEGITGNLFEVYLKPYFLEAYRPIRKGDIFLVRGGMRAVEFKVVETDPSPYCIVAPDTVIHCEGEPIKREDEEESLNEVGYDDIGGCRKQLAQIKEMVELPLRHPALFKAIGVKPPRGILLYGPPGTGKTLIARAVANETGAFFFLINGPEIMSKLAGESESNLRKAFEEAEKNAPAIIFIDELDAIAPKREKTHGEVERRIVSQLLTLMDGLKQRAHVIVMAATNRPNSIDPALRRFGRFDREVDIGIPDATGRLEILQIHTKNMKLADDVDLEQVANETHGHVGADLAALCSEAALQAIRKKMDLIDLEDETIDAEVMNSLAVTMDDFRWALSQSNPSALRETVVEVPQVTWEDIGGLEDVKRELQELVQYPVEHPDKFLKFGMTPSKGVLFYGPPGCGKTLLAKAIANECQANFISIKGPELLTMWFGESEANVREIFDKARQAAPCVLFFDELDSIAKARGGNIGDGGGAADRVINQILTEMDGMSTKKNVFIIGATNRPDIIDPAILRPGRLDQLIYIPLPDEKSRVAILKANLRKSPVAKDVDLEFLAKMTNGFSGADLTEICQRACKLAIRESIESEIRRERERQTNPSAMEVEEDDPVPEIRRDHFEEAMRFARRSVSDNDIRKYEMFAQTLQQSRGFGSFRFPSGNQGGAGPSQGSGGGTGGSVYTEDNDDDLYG
S1P4 agonist: human S1P4 receptor agonism; AID 1509; 0.35% of 220,000 active; S1P4-expressing cell line, agonist reporter assay; activation, % at 4.98 µM; in the data active means activation above about 11%;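 further: 0% = DMSO vehicle and 100% = reference agonist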
EP2 mod: EP2 receptor (human) modulation; 0.83% of 260,000 active; P43116; EP2-expressing cells, cAMP HTRF FRET, PGE2 co-stimulation; AID 940; induction, % at 25 µM;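 active means compounds whose cAMP rise, as percent of the full-agonist control response, exceeds 60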;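 further: rat C6 glioma line stably carrying human EP2 under a CMV promoter; the protocol text gives 20 µM as final concentration; 100% = response of wells given 1 µM PGE2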
eIF4E 4G PPI: blocks eIF4E binding to eIF4G. inhibition, % at 21.7 µM. TR-FRET eIF4E-eIF4GI(517-606) binding, 2 h. 0.37% of 220,000 active;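 active means inhibition above about 30%, limit read from the data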;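 further: 0% = full FRET control wells and 100% = background wells lacking eIF4GI fragment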
NPY2 pot ag: potentiates or activates human NPY-Y2 receptor; P49146; cells expressing NPY-Y2, potentiator/agonist read-out; activation, % at 3.6 µM; 0.45% of 220,000 active; in the data active means activation above about 27%;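 further: cells stimulated with NPY near EC25 plus isoproterenol at EC100; 0% = vehicle plus submaximal agonist and 100% = vehicle plus saturating agonist; some results beyond the cut were filed as inactive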
* = called active by the depositor; / = no result given; & = joins results of further samples; [ ] = remark or other dose. The list is partial (hit frequency here may not be typical).

SMILES	NPY-Y1 antag	NPY-Y1 PAM-ag	S1P4 antag	PGE2 EP2 inh	p97 ATPase inh	S1P4 agonist	EP2 mod	eIF4E 4G PPI	NPY2 pot ag
COc1ccc(CCNC(=O)c2nnc(Cc3ccc(Cl)cc3)o2)cc1OC	4	-5	-3	12	-2	-1.8	-3	-3	0
O=c1c2ccccc2nnn1CSc1ccc2ccccc2n1	1	-1	-1	4	2	-1.9	-15	-5	-3
CCOC(=O)C(C(=O)Nc1ccccc1C)C1CCCCC1 (stereo not given)	10	5	-16	2	1	-1.8	4	0	13
CC(=O)c1cccc(NC(=O)CC2Oc3ccc(C)cc3NC2=O)c1 (stereo not given)	-6	0	4	8	5	1.2	-15	-2	-11
O=C(Oc1ccc2c(=O)c(Oc3ccc4ccccc4c3)coc2c1)c1cncc(Br)c1	7	-23	-5	13	-2	-0.2	13	-8	-13
Cc1ccc(S(=O)(=O)N2CCC(=O)N(CCOC(=O)Nc3ccc(C)c(C)c3)CC2)cc1	-6	-1	-1	8	3	1.7	-22	-4	-4
COC(=O)c1ccc(S(N)(=O)=O)o1	-1	-9	-3	5	-5	0.2	22	-2	7
Fc1ccc(OCc2nc(-c3cccs3)no2)cc1	-5	-9	-3	2	1	0.1	3	3	-12
Cc1ccc(/C=C(\NC(=O)c2ccccc2)C(=O)NCCc2ccccn2)o1	2	15	8	0	6	-0.3	1	0	-5
Cn1nc(CC(=O)NC2CCCCCCCCCCC2)c2ccccc2c1=O	4	-17	6	/	-4	-0.6	10	-19	-15
O=C(CN1CCN(Cc2ccccc2)CC1)Nc1ccc(Cl)cn1	4	-13	-8	5	-2	1.2	3	-3	-6
CNS(=O)(=O)c1ccc(NC(=O)c2cnn3c(C(F)F)cc(-c4ccccc4)nc23)cc1	0	-20	-5	6	2	0.9	-13	7	3
O=S(=O)(O)CCN1CCOCC1	3	0	4	16	-8	-0.5	11	-4[fluorescence artefact?]	-17
COc1ccc2cc(C(c3nnnn3C3CCCC3)N3CCOCC3)c3nnnn3c2c1 (stereo not given)	5	7	-6	9	1	1.1	21	0	-12
Cc1cccc(C)c1NC(=O)CS(=O)CC(=O)NCC1OCCc2ccccc21 (stereo not given)	-1	13	-7	5&9	3	0.8	1&-5	-1	5
COc1ccc(NC(=O)c2csc(Cc3ccccc3)n2)cc1	3	-8	-12	7	-1	2.0	-42	12[fluorescence artefact?]	-6
Cc1ccsc1/C=N/NC(=O)CO	3	8	1	7	2	0.8	3	-1	-5
O=C(CCC(=O)Nc1ccccc1)NNC(=O)CCc1ccccc1	1	-6	-13	3	0	-1.4	-8	-1	6
Cc1ccc2c(c1)CCCN2C(=O)c1ccc2c(c1)OCO2	3	-7	-10	7	1	0.4	34	-6	-11
S=C(NCCc1ccccc1)NCCc1ccccc1	-3	-10	-49	9	6	-1.7	-1	-2	-7
CC(=O)Nc1ccc(NC(=O)COC(=O)c2cnccn2)cc1	-5	-6	9	4	5	1.4	27	-1	-3
Cc1nnc(SCCc2ccccc2)[nH]c1=O	7	-34	-12	4	-2	-0.5	34	-2	0
CN(O)/C=c1/ccc2c(n1)C(=O)C=CC=2	0	1	-5	16	7	0.2	47	2	4
CCOC(=O)C(C)n1cnc2c(oc3ccccc32)c1=O (stereo not given)	4	-5	-14	12	-1	-0.1	25	-5	6
CCOc1ccc(-c2onc(C(F)(F)F)c2-c2cscn2)c(O)c1	0	-38	4	5	29*	-1.1	-22	3	-36
COc1cc(OC)c(C2=NOC(C(=O)N3CCc4ccccc4C3)C2)cc1Cl (stereo not given)	8	-7	-4	6	1	1.1	-35	-14	-25
C=CCn1c(=NC(=O)C2COc3ccccc3O2)sc2cccc(OC)c21 (stereo not given)	/	-12	-9	7	-4	-0.2	-2	3	-10
CCN1CCN(c2cc(C)c3cc(NC(=O)c4cc(OC)cc(OC)c4)ccc3n2)CC1	/	-4	1	4	-2	0.1	-11	0	0
COc1ccccc1NC(=S)N=Nc1c(O)[nH]c2ccc(Br)cc12	/	28	-11	12	2	0.6	-5	5	9
CN(C)CCNC(=O)c1ccc(COCC(F)(F)F)cc1	-2	-21	-14	9	-5	0.0	23	-12	5

Full records, looked up by structure.
CN(O)/C=c1/ccc2c(n1)C(=O)C=CC=2 is listed with NPY-Y1 antag = 0; NPY-Y1 PAM-ag = 1; S1P4 antag = -5; PGE2 EP2 inh = 16; p97 ATPase inh = 7; S1P4 agonist = 0.2; EP2 mod = 47; eIF4E 4G PPI = 2; NPY2 pot ag = 4
C=CCn1c(=NC(=O)C2COc3ccccc3O2)sc2cccc(OC)c21 (stereo not given) is listed with NPY-Y1 antag = /; NPY-Y1 PAM-ag = -12; S1P4 antag = -9; PGE2 EP2 inh = 7; p97 ATPase inh = -4; S1P4 agonist = -0.2; EP2 mod = -2; eIF4E 4G PPI = 3; NPY2 pot ag = -10
Cc1nnc(SCCc2ccccc2)[nH]c1=O is listed with NPY-Y1 antag = 7; NPY-Y1 PAM-ag = -34; S1P4 antag = -12; PGE2 EP2 inh = 4; p97 ATPase inh = -2; S1P4 agonist = -0.5; EP2 mod = 34; eIF4E 4G PPI = -2; NPY2 pot ag = 0

Further results.
SMILES	NPY-Y1 antag	NPY-Y1 PAM-ag	S1P4 antag	PGE2 EP2 inh	p97 ATPase inh	S1P4 agonist	EP2 mod	eIF4E 4G PPI	NPY2 pot ag
CCCSc1cc(Cl)nc(N)n1	/	-12	4	4	-6	1.5	-7	-3	-2
O=C(CCCn1c(SCC(=O)NCC2CCCO2)nc2ccccc2c1=O)NCC1CCCO1 (stereo not given)	1	4	-16	4	4	1.6	9	1	-15
CC(=O)Nc1ccc(S(=O)(=O)NNC(=O)c2cccc(Cl)c2)cc1	-3	-1	-23	5	-1	0.6	2	2	-20
COc1cccc(C(=O)N/N=C(/CCC(=O)O)c2ccccc2)c1	0	-25	-11	3	-4	0.8	25	2	-14
CCOc1ccc2[nH]c(=O)c(C(c3nnnn3Cc3ccco3)N3CCCC(C)C3)cc2c1 (stereo not given)	12	-15	-10	18	4	-1.3	13	-1[fluorescence artefact?]	8
CSCCC(NS(=O)(=O)c1ccc(Cl)cc1)C(=O)OCc1c(Cl)cccc1Cl (stereo not given)	9	-29	-27	4	-5	-0.8	30	7	-2
O=c1c2ccccc2cnn1-c1ccc(Cl)nn1	0	14	-4	8	-3	0.9	-7	1	-14
Cc1csc(SCC(=O)NCc2cccc(Cl)c2)n1	0	0	-16	5	2	-0.5	-13	2	3
CC12CCC(C(=O)Nc3nc4ccccc4s3)(OC1=O)C2(C)C (stereo not given)	6	6	-7	8	1	1.3	-6	1	11
CCCc1ccc(Oc2c(-c3ccc(O)c(C)c3O)n[nH]c2C)cc1	-1	14	-12	28	13	1.6	-44	4	-1
CC(C(=O)N1CCN(c2ccccc2)CC1)N1C(=O)C2CC=CCC2C1=O (stereo not given)	3	9	5	8	1	-1.9	1	-3	-7
CSc1nnc(-c2cnccn2)n1CCCN1CCCC1=O	-7	-7	-7	6	4	1.4	-4	2	-2
O=C(O)CSCC(=O)N1CCN(S(=O)(=O)c2ccccc2)CC1	-2	-7	-13	3	7	0.3	10	4	0
Cc1cccc(NC(=S)NC(NC(=O)c2ccco2)C(Cl)(Cl)Cl)c1 (stereo not given)	10	-18	1	10	-6	-0.1	-72	-8	-1
O=C(/C=C/c1ccc(Cl)c(Cl)c1)n1cccn1	2	6	-14	12	4	-0.6	-12	1	-21
CCN(CC)CCCN(Cc1cc2ccc(C)c(C)c2[nH]c1=O)C(=O)NC1CCCCC1	7	-9	-13	9	10	-0.6	8	-11	-17
COc1cc(C(=O)N2CCC(NC(=O)C(Cc3ccc(C(C)C)cc3)NC(C)=O)CC2)cc(OC)c1OC (stereo not given)	-4	6	2	8	0	-1.0	2	0	-6
CCCC(=O)Nc1ccc2c(c1)C(=O)N(CCC(=O)O)C2=O	-3	-26	11	8	4	0.0	30	-1	12
COC(=O)CSc1nccc(C)n1	-2	12	-10	5	0	0.9	4	1	-19
CC(=O)N(C1=C(N)C(=O)c2ccccc2C1=O)C(C)C	-1	-22	2	2	0	-0.5	-10	-3	-19
CC(C)Cn1c(SCC(=O)Nc2ncccn2)nc2ccccc21	-1	-5	-6	7	-2	1.7	-11	1	3
C=CCn1c(CSc2nc3ccccc3s2)nnc1SCC(=O)OCC	7	-33	-2	14	-9	-1.3	7	-2[fluorescence artefact?]	-17
O=C(NCc1ccc(S(=O)(=O)NC2CCCCC2)s1)c1ccccc1	/	-6	14	10	-5	1.7	-14	11	17
O=S(=O)(N1CCOCC1)n1c(Cc2ccccc2)nc2ccccc21	3	21	-19	8&3	3	-2.3	7&38	1	34
O=C(CN1C(=O)S/C(=C\c2ccccc2)C1=O)NNC(=O)c1ccccc1O	1	-36	-8	12	4	0.6	-64	3	-9
CCCc1cc(=O)[nH]c(Nc2ccc(N3CCCCC3)cc2)n1	4	-14	-2	1	1	0.8	22	0	18
O=c1cc(N2CCC3(CC2)OCCO3)[nH]c(=O)n1-c1ccc(Br)cc1	-2	8	-4	4	5	-2.0	16	4[fluorescence artefact?]	10
O=C(O)c1ccc(N=Nc2c(O)[nH]c3ccccc23)cc1	/	22	-22	8	-9	-0.5	-28	7	-25
CC(=O)/C(C(=N)N1CCN(Cc2ccccc2)CC1)=C(\C)O	7	2	-2	10	4	-1.9	19	-6	9
Cc1cc(C)c2c(c1)/C(=N/NC(=O)c1cc(C)oc1C)CCC2	3	-8	1	10	-8	-1.0	3	3	-12
COc1ccc(/C=N/NC(=O)CCCOc2ccc(Cl)cc2Cl)cc1[N+](=O)[O-]	-3	17	4	/	-4	0.1	-42	-15	-10
Cc1c(Cl)cccc1NC(=O)N1CCCC1	3	2	-1	5	-2	1.0	1	0	5

5 entries from above, reformatted.
canonical_smiles,NPY-Y1 antag,NPY-Y1 PAM-ag,S1P4 antag,PGE2 EP2 inh,p97 ATPase inh,S1P4 agonist,EP2 mod,eIF4E 4G PPI,NPY2 pot ag
O=S(=O)(N1CCOCC1)n1c(Cc2ccccc2)nc2ccccc21,3,21,-19,8&3,3,-2.3,7&38,1,34
O=C(CN1C(=O)S/C(=C\c2ccccc2)C1=O)NNC(=O)c1ccccc1O,1,-36,-8,12,4,0.6,-64,3,-9
CCCc1cc(=O)[nH]c(Nc2ccc(N3CCCCC3)cc2)n1,4,-14,-2,1,1,0.8,22,0,18
O=c1cc(N2CCC3(CC2)OCCO3)[nH]c(=O)n1-c1ccc(Br)cc1,-2,8,-4,4,5,-2.0,16,4[fluorescence artefact?],10
O=C(O)c1ccc(N=Nc2c(O)[nH]c3ccccc23)cc1,/,22,-22,8,-9,-0.5,-28,7,-25

Compound activity (PubChem)
